C-LANA FP: inhibitors of KSHV LANA C-terminal domain DNA binding. MBP-C-LANA/FAM-LBS DNA binding, fluorescence polarization. inhibition, % at 9 µM. 340,000 compounds, 0.078% hits. AID 504423;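 active = highest replicate inhibition at or above 60% at 9 µM, even if other replicates fall short; inactive = all replicates below 60% inhibition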;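 note: 0% = neutral control wells and 100% = 4 µM acridine orange control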
CDK5 inh: CDK5/p35 (human) kinase inhibition; Recombinant CDK5/p35, ADP-Glo luminescence, 60 min; inhibition, % at 10 µM; 330,000 compounds, 0.01% hits;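 active = highest replicate inhibition of at least 50% and at least 75% of replicates reaching 50%; inconclusive = only one of the two criteria met; inactive = both criteria failed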;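 note: plate controls were DMSO neutral control for no effect and GW8510 at 10 µM for full effect; many of its hits are not listed in these tables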
Target sequence (Q00535 whole entry, looked up): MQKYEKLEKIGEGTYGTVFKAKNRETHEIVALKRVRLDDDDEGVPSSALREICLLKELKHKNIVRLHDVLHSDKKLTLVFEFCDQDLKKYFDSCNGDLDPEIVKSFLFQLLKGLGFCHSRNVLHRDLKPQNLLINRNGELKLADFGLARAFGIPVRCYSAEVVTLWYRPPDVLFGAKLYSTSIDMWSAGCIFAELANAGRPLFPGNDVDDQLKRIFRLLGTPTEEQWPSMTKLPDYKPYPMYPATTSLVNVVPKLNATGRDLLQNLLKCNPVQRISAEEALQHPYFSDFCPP
Target sequence (Q15078 whole entry, looked up): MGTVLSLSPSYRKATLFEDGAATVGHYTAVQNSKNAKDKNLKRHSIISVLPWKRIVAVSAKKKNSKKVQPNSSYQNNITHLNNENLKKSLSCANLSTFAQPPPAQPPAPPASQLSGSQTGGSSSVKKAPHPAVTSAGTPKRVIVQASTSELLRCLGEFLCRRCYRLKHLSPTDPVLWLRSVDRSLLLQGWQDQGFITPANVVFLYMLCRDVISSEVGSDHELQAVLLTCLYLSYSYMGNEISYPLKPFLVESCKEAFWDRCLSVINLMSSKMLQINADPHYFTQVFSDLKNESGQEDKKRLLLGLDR
Rtt109 Vps75: blocks Candida albicans Rtt109/Vps75 acetyltransferase activity. Q5AAJ8. AID 540336. purified Rtt109/Vps75, ThioGlo CoA-SH fluorescence, 4 h. 330,000 compounds, 0.16% hits. inhibition, % at 34.9 µM;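 active = inhibition of at least 50% in every replicate; inconclusive = best replicate reaches 50% inhibition but some replicates fall short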
Target sequence (Q5AAJ8 whole entry, looked up): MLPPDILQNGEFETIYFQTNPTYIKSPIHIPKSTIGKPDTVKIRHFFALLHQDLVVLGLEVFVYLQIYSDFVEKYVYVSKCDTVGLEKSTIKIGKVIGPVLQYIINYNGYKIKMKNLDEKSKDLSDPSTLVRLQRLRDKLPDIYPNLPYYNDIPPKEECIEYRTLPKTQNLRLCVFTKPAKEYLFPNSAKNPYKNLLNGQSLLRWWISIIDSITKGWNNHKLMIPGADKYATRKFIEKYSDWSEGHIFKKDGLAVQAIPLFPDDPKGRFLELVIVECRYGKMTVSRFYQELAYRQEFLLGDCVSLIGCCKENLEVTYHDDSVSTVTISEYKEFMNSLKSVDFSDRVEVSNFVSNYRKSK
PvdQ acylase: P. aeruginosa PvdQ acylase inhibition. purified PvdQ acylase, fluorescence plate reader. inhibition, % at 10 µM. 340,000 compounds, 0.063% hits; in the data active = inhibition above about 30%, passing the limit was not always enough; inconclusive = no clear call, values can overlap the other calls;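 note: 0% = vehicle neutral wells and 100% = reference inhibitor wells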
RTF Ca sens act: cardiac RTF calcium sensitization; P19429+P45379; IANBD-labeled TnC RTF fluorescence at EC20 calcium; 0% EC20 calcium, 100% full calcium; activation, % at 7.2 µM; AID 493008; 340,000 compounds, 0.24% hits;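 active = activation above the mean over all tested compounds plus 3 SD, cut at about 30% in these data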;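 note: rise in fluorescence read as greater calcium sensitivity of cardiac thin filaments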
NSD2 HMT inh: blocks human histone methyltransferase NSD2 | O96028 | inhibition, % at 12.5 µM | NSD2 peptide methylation, AlphaScreen, 120 min | 310,000 compounds, 0.54% hits; in the data active = inhibition above about 50%
dFosB activator: activators of mouse delta FosB homodimer. P13346. purified delta FosB, TAMRA-CDK5 oligo fluorescence polarization; percent of positive-control signal above neutral wells. activation, % at 25 µM. 340,000 compounds, 0.99% hits. AID 493131;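 active = mean activation above about 17%, with every replicate also reaching it, limit read from the data, passing the limit was not always enough; inconclusive = only one of the two conditions met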;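 note: fluorescence polarization rise as delta FosB binds a TAMRA Cdk5 AP-1 oligo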
Keap1-Nrf2 PPI: Keap1-Nrf2 (human) interaction inhibition. Keap1 Kelch-Nrf2 peptide fluorescence polarization, 1536-well. Q14145. 340,000 compounds, 0.15% hits. inhibition, % at 9.4 µM; in the data active = inhibition above about 12%; inconclusive = no clear call, values can overlap the other calls; inactive = below about 7.3%;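 note: human Keap1 Kelch domain with fluorescein labeled Nrf2 9mer peptide probe; 0% = neutral control wells and 100% = peptide positive control; higher means more block of Keap1 binding to Nrf2 peptide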
RTF Ca sens inh: cardiac RTF calcium desensitization. IANBD-labeled cardiac RTF, Ca2+ fluorescence. inhibition, % at 7.15 µM. 340,000 compounds, 0.12% hits;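 active = inhibition above the mean inhibition of all tested compounds plus 3 SD, cut at about 17% in these data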;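 note: assay run at fixed EC70 calcium of 1.6 mM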
PfHsp90 set2: growth inhibition of yeast expressing Plasmodium Hsp90. S. cerevisiae expressing PfHsp90, BacTiter-Glo ATP, 48 h; yeast lacking PDR1 and PDR3 efflux regulators. inhibition, % at 9.4 µM. 310,000 compounds, 0.32% hits. AID 504621;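 active = every replicate shows inhibition above about 80%, whatever the replicate mean, limit read from the data; inconclusive = mean inhibition reaches the set limit but some replicate falls short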;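 note: 0% = DMSO neutral controls and 100% = 20 µM radicicol positive controls; yeast relying on Plasmodium falciparum Hsp90 in place of its own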
SUMO Mot1 rescue: blocks SUMOylation pathway, rescuing yeast Mot1-301 growth; S. cerevisiae Mot1-301 growth rescue, ATP luminescence, 38.5C; percent above DMSO median, 100 means doubled; growth rescue, % at 18.8 µM; 320,000 compounds, 1% hits; AID 2716;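 active = every valid replicate shows activation above 250% relative to neutral control wells; inactive = the rest, any valid replicate at or below 250%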;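 note: OY570 slx delta 5 strain wells were the positive control but not used for scaling; some compounds called inactive have numbers as strong as hits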
Active calls of the source: *; ? = inconclusive; . = no result given; & = joins results of further samples. Hits appear at their usual frequency (roughly 3.2% active in at least one column).

SMILES	C-LANA FP	CDK5 inh	Rtt109 Vps75	PvdQ acylase	RTF Ca sens act	NSD2 HMT inh	dFosB activator	Keap1-Nrf2 PPI	RTF Ca sens inh	PfHsp90 set2	SUMO Mot1 rescue
CCN(CC)S(=O)(=O)c1ccc(O)c(C(=O)OCC(=O)NC23CC4CC(CC(C4)C2)C3)c1	-2.7	-0.5	-3	-2	-3	-2	1	-3	1	16	-14
CCCCn1c(N)c(N(CC(C)C)C(=O)C2CCCO2)c(=O)[nH]c1=O (centres undefined)	0.3	2.1	-4	-12	0	.	0	1	-8	.	13
O=C(NC1=NCCS1)c1cc2ccccc2o1	0.1	-0.9	6	-3	2	-1	-7	2	-19	5	-7
CCOc1ccc(S(=O)(=O)N2CCCC(C(=O)N3CCN(CC)CC3)C2)cc1Cl (centres undefined)	0.6	0.5	-9	0	-3	.	-4	0	-3	7	12
C=C(C)CCOC(=O)C(CC(=O)O)NCc1ccco1 (centres undefined)	2.6	-0.3	-15	-13	-3	-2	0	-5	2	-3	5
CC1=C(C)CS(=O)N(S(=O)(=O)c2ccccc2)C1 (centres undefined)	-2.0	1.4	24	-6	0	7	-5	-82	-9	26	22
CC(/C=N/NC(=O)c1ccc(Br)cc1)=C\c1ccccc1	2.8	3.4	-14	-7	0	0	2	-9	-5	-2	21
C=CCNCC(=O)N1N=C(c2ccc3ccccc3c2)CC1c1ccc(OC)cc1 (centres undefined)	1.2	2.0	?	-6	0	-2	-13	-1	-3	0	.
Cc1occc1C(=O)NC(C)CCc1ccccc1 (centres undefined)	-2.1	0.3	1	-6	8	-2	2	-8	6	4	22
N#Cc1c(N2C(=O)c3ccc(C(=O)O)cc3C2=O)sc2c1CCCC2	-0.5	-1.9	-3	-2	1	3	3	-6	-4	-14	3
CCOc1cc(C2/C(=C(/O)c3ccc(OC(C)C)cc3)C(=O)C(=O)N2CCCOC)ccc1O (centres undefined)	1.4	-1.3	4	2	3	-2	9	0	-4	-8	253
CN(C(=O)CCn1c(=S)oc2ccccc21)C1CCCCC1	-1.1	-1.8	-1	-11	2	1	-8	-4	-10	19	-4
CCN1/C(=C/c2ccc3ccccc3[n+]2CC)C=Cc2ccccc21	-11	7.7	?	2	-12	.	-207	-16	17*	26	-18
Cc1cc(C)nc(NC(=O)c2ccc([N+](=O)[O-])o2)n1	0.2	1.8	-8	-6	-1	3	3	0	0	-5	-5
Cc1cc(NC(=O)CC(CN(C)S(=O)(=O)c2ccccc2)c2ccccc2)no1 (centres undefined)	-0.1	0.1	-1	-6	3	.	-9	-1	-3	23	-4
COCCNC(=O)C1Nc2ccc(C(F)(F)F)cc2C2C=CCC12 (centres undefined)	2.6	3.0	2	3	4	.	-1	-2	2	22	-1
CN(CC(=O)O)S(=O)(=O)c1ccc2c(c1)NC(=O)CC(=O)N2	-0.6	0.2	10	0	-4	6	-7	-1	9	-20	0
CC(C)(C)OC(=O)N1CCCC(C(=O)Nc2ccc(C(=O)N3CCCCC3)cc2)C1 (centres undefined)	0.7	-1.3	-3	-13	5	.	3	0	-14	-20	12
COc1ccccc1C(CC(=O)Nc1ccccc1C)c1ccc(OC(C)C)cc1 (centres undefined)	-0.1	0.1	3&-1	-8&5	-5	0	0	-4	16	15	16
O=C(OCC#CCSc1nnc(-c2ccncc2)o1)c1cccs1	19	-0.3	-3	-14	4	-2	-7	3	-6	14	1
NC(=O)C1(Nc2ccc(Cl)cc2)CCCC1	1.4	-0.6	3	9	-2	1	4	-1	1	-1	.
CCOc1ccccc1NC(=O)CSc1nnc2ccc(-c3ccccn3)nn12	-0.4	1.5	10	2	-1	-1	-7	-2	-14	3	-10
COc1cc(OC)cc(C(=O)OCC(=O)NCCCc2ccccc2)c1	0.2	0.7	-3	3	-2	-1	4	-2	2	0	3
CC(NC(=O)c1ccccc1NC(=O)CN1CCN(c2ccccc2O)CC1)c1ccccc1 (centres undefined)	-1.6	-2.2	15	-13	2	0	-9	-1	-6	.	-19
CS(=O)(=O)N1CCC(C(=O)Nc2cccc(F)c2)CC1	1.7	0.1	-1	-9	-8	-2	7	1	-1	-16	-4

Complete entries as entered above. Screens in order: C-LANA FP	CDK5 inh	Rtt109 Vps75	PvdQ acylase	RTF Ca sens act	NSD2 HMT inh	dFosB activator	Keap1-Nrf2 PPI	RTF Ca sens inh	PfHsp90 set2	SUMO Mot1 rescue
Shown for NC(=O)C1(Nc2ccc(Cl)cc2)CCCC1 → 1.4	-0.6	3	9	-2	1	4	-1	1	-1	.
Shown for O=C(OCC#CCSc1nnc(-c2ccncc2)o1)c1cccs1 → 19	-0.3	-3	-14	4	-2	-7	3	-6	14	1

Further structures:
SMILES	C-LANA FP	CDK5 inh	Rtt109 Vps75	PvdQ acylase	RTF Ca sens act	NSD2 HMT inh	dFosB activator	Keap1-Nrf2 PPI	RTF Ca sens inh	PfHsp90 set2	SUMO Mot1 rescue
N#CC1(NC(=O)CN2C(=O)NC(c3ccccc3)(c3ccccc3)C2=O)CCCC1	-2.1	1.8	2	-15	-2	-5	-7	-3	-6	28	-18
COc1cc(C(=O)OCC(=O)Nc2nnc(-c3ccccc3)o2)cc(OC)c1OC	-1.3	2.1	-11	4	-4	-5	-9	3	-13	.	152
CCCC(=O)Nc1nnc(S(=O)(=O)N(CC(C)C)c2ccccc2)s1	0.0	1.1	-5	1	-1	-3	4	-2	-2	-7	-23
CC(=O)Nc1ccc(-c2csc(NC(=O)Cc3cccc(F)c3)n2)cc1	0.6	0.9	5	-9	-7	3	2	5	-4	-10	42
CCn1c(CO)nc2c1c(=O)[nH]c(=O)n2Cc1ccccc1	-2.3	-1.9	-2	-7	0	0	-3	-3	0	8	13
CCCOc1ccc(C2C(=O)N(C3CCCCCC3)CC(=O)N2Cc2ccco2)cc1OC (centres undefined)	-2.6	0.2	0	-10	7	4	-17	-5	-10	12	-10
COc1ccc(-c2cc(C(=O)Nc3ccc(S(N)(=O)=O)cc3)c3ccccc3n2)cc1OC	0.7	0.7	1	21	3	0	6	2	-3	-4	-3
Brc1ccc(COc2ncnc3ccccc23)cc1	0.2	0.4	10	-11	-2	-4	-3	-8	6	17	160
COc1ccc(NC(=O)CN(C)C(=O)c2c(C)nn(Cc3ccc(C)cc3)c2Cl)cc1	-0.2	0.5	6	-9	-2	4	-7	-5	1	7	-7
Cn1cnnc1SCC(=O)Nc1cccc(S(=O)(=O)N2CCOCC2)c1	0.0	-0.2	-1	-12	4	-1	-9	-5	3	-15	99
COc1ccc(N=C2C(=S)N(c3ccc(OC)cc3)C(=NS(=O)(=O)c3ccccc3)N2c2ccccc2)cc1	2.6	1.0	-1	-16	-4	.	-12	-1	6	4	.
COc1ccccc1C(=O)Nc1cc2cc(Cl)ccc2oc1=O	1.1	-0.6	-6	6	-1	1	0	0	13	11	127
COC(=O)c1ccc(/C=C2\CCn3c2nc2cc(C(=O)O)ccc2c3=O)cc1	-3.2	1.1	1	-7	-1	.	-11	-5	-6	-16	7
CC1CCN(C(=O)C2CCN(S(=O)(=O)c3cccc4cccnc34)CC2)CC1	0.6	.	3	-7	-1	5	-2	4	-9	-5	-1
CN(C)S(=O)(=O)N(CC(=O)N1CCC(Cc2ccccc2)CC1)c1ccccc1	0.1	0.8	-4	3	-4	-1	-3	0	2	-12	7
O=C(Cc1c(Cl)cccc1Cl)NCCc1ccc(Cl)cc1	0.6	0.1	-2	-13	6	-4	20*	-5	-2	-1	5
CC1(C)CC(=O)/C(=C(/O)CCCN2C(=O)c3ccccc3C2=O)C(=NC(C)(C)C)C1	7.8	0.8	-3	-12	2	.	3	2	-10	-17	.
Cc1ccc(S(=O)(=O)N(CC(=O)N(C)C)c2cccc([N+](=O)[O-])c2)cc1	-1.0	0.2	-7	0	0	-1	1	5	2	12	0
COC(=O)c1ccc(CSc2nc3ccccc3c(=O)n2CC(C)C)o1	0.3	-1.6	-5	4	-2	-3	-8	1	-1	-12	839*
CCOc1ccc(Br)cc1S(=O)(=O)N1CCCC1	-0.4	0.1	-7	17	-5	-1	3	-2	-7	26	-15

By substructure: those above containing two or more sulfur atoms.
SMILES	C-LANA FP	CDK5 inh	Rtt109 Vps75	PvdQ acylase	RTF Ca sens act	NSD2 HMT inh	dFosB activator	Keap1-Nrf2 PPI	RTF Ca sens inh	PfHsp90 set2	SUMO Mot1 rescue
CC1=C(C)CS(=O)N(S(=O)(=O)c2ccccc2)C1 (centres undefined)	-2.0	1.4	24	-6	0	7	-5	-82	-9	26	22
O=C(OCC#CCSc1nnc(-c2ccncc2)o1)c1cccs1	19	-0.3	-3	-14	4	-2	-7	3	-6	14	1
CCCC(=O)Nc1nnc(S(=O)(=O)N(CC(C)C)c2ccccc2)s1	0.0	1.1	-5	1	-1	-3	4	-2	-2	-7	-23
Cn1cnnc1SCC(=O)Nc1cccc(S(=O)(=O)N2CCOCC2)c1	0.0	-0.2	-1	-12	4	-1	-9	-5	3	-15	99
COc1ccc(N=C2C(=S)N(c3ccc(OC)cc3)C(=NS(=O)(=O)c3ccccc3)N2c2ccccc2)cc1	2.6	1.0	-1	-16	-4	.	-12	-1	6	4	.

Bioassay records from PubChem BioAssay.
